Yeast superoxide: caloric restriction mimetics inhibiting age-related superoxide in yeast | S. cerevisiae aged cells, superoxide DHE fluorescence; active compounds read low | superoxide response (% of plate mean), % at 10 µM | actives 0.18% (n = 330,000) | AID 2690;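 active = superoxide response under a set limit, about three screen SD below normal, cut at about 65% in these data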;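 also: yeast aged for seven days with compound at 30 °C before DHE staining; 100% = average MFI of all compound-treated wells on the plate with controls excluded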
MCL1 BIM primary: disrupts human MCL1 binding to BIM-BH3 peptide | Q07820 | actives 0.68% (n = 320,000) | AID 2057 | GST-MCL1 / FITC-Bim-BH3 fluorescence polarization | inhibition, % at 10.9 µM;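 active = inhibition above the mean inhibition of all tested compounds plus 3 SD, set per campaign, cut at about 40% in these data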;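 also: 0% = DMSO wells and 100% = unlabeled Bim-BH3 peptide control; higher means more loss of mP so more displacement of Bim peptide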
Target sequence (Q07820 whole entry, looked up): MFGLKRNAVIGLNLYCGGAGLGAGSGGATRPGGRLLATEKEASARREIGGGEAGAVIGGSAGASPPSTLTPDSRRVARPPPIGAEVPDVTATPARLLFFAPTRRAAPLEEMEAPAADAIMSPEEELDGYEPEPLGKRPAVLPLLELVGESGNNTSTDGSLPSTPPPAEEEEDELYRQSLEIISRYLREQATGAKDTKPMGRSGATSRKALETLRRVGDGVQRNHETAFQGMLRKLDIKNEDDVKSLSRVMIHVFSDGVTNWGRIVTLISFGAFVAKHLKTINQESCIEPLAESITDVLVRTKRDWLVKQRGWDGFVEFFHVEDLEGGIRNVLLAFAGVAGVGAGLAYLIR
CIT2 TOR yeast: modulators of TOR pathway CIT2-GFP in S. cerevisiae. S. cerevisiae CIT2-GFP strain, flow cytometry, 3 h; 100 means same as DMSO wells. GFP response vs DMSO, % at 10 µM. actives 0.065% (n = 320,000). AID 2029;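 active = GFP response relative to DMSO above a set limit, near the screen mean plus 3 SD, cut at about 150% in these data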;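 also: ratio of well median GFP fluorescence to mean of DMSO wells on the plate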
GRK2 aptamer HTS: inhibitors of human GRK2 displacing RNA aptamer. actives 0.59% (n = 330,000). bead flow cytometry, FAM-aptamer displacement from GRK2. AID 488847. inhibition of aptamer binding, % at 10 µM;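 active = inhibition of aptamer binding above 40%, roughly 3 SD of noise, on plates passing a quality check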;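 also: median bead fluorescence of bound FAM aptamer so fluorescent compounds give negative values; no value below 0 was filed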
AGP1 TOR yeast: yeast TOR pathway AGP1-GFP modulation; S. cerevisiae AGP1-GFP multiplex flow cytometry, 3 h; GFP as percent of DMSO wells; GFP response vs DMSO, % at 10 µM; actives 0.02% (n = 320,000); AID 2066;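 active = GFP response relative to DMSO above a set limit, near screen average plus 3 SD, cut at about 150% in these data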;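 also: median GFP channel fluorescence of the gated AGP1 strain per well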
VLA-4 inh: inhibition in a human VLA-4 binding assay. P13612. VLA-4 expressing cells, ligand binding flow cytometry. inhibition, % (about 7 µM as worked out from the volumes in the protocol). actives 0.2% (n = 330,000). AID 2557; in the data active = inhibition above about 50%
MEX-5 binding: C. elegans MEX-5 TCR-2 RNA binding activity. Q9XUB2. MEX-5/FITC-TCR2 RNA binding, fluorescence polarization; active compounds read low. activity score (negative = inhibition of binding), % at 10 µM. actives 0.38% (n = 300,000). AID 1832;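 active = inhibition past about -25% in most replicates, and total fluorescence under double the plate's negative control median, limit read from the data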;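 also: 0% = DMSO and -100% = 5 µM competing unlabeled TCR2 RNA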
Target sequence (Q9XUB2 whole entry, looked up): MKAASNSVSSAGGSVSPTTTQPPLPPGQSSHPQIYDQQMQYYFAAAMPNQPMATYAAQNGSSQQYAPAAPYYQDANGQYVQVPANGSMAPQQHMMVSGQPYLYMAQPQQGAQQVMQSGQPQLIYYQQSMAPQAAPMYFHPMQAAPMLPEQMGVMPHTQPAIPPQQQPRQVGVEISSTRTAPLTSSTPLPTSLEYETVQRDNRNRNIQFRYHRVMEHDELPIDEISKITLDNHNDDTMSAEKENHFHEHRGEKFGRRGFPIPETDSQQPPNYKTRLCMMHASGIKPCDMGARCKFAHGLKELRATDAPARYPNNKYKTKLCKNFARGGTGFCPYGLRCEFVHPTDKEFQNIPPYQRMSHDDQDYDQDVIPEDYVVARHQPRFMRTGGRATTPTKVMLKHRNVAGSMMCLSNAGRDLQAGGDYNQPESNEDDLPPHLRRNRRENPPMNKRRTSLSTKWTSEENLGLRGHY
GLD-1 TGE inh: GLD-1-TGE RNA interaction inhibition (C. elegans). inhibition, % at 5.96 µM. actives 0.44% (n = 320,000). AID 2280. purified GLD-1 + fluorescein TGE RNA, fluorescence polarization;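 active = percent inhibition above a per-plate cutoff, the plate mean of test compounds plus 3 SD, cut at about 30% in these data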;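 also: 0% = DMSO wells with GLD-1 and probe and 100% = wells lacking GLD-1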
BCLXL inh: inhibitors of human Bcl-xL; inhibition, % at 10.9 µM; actives 0.7% (n = 320,000); GST-Bcl-xL / FITC-Bim BH3 peptide fluorescence polarization;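 active = inhibition above the mean of all tested compounds plus 3 SD, cutoff set per campaign, cut at about 30% in these data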;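 also: 0% = DMSO wells and 100% = unlabeled Bim-BH3 peptide competitor; inhibitors lower millipolarization by displacing the labeled peptide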
Target sequence (Q07817 whole entry, looked up): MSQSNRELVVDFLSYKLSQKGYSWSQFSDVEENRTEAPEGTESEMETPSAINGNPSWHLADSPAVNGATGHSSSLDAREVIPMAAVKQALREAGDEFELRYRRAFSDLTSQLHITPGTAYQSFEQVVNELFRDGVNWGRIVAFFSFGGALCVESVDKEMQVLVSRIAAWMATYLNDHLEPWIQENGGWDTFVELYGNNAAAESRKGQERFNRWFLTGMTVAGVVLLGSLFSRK
* hit, by the source's call.

`COc1cccc(NC(=S)N(CCCN2CCN(C)CC2)Cc2ccco2)c1` gave Yeast superoxide 102, MCL1 BIM primary 3, CIT2 TOR yeast 93, GRK2 aptamer HTS 1, AGP1 TOR yeast 97, VLA-4 inh 9, MEX-5 binding -1.1, GLD-1 TGE inh 4 and BCLXL inh 3.
For COc1cc2c(C(=O)N3CCCc4ccccc43)cn(C)c(=O)c2cc1OC the results were Yeast superoxide 94, MCL1 BIM primary 2, CIT2 TOR yeast 99, GRK2 aptamer HTS 4, AGP1 TOR yeast 105, VLA-4 inh 5, MEX-5 binding -0.2, GLD-1 TGE inh 4 and BCLXL inh 6.
`COc1ccccc1CC(NC(C)=O)C(=O)NC1CCN(C(=O)c2cccc(Cl)c2)CC1` (stereo not given) gave Yeast superoxide 94, MCL1 BIM primary 5, CIT2 TOR yeast 84, GRK2 aptamer HTS 3, AGP1 TOR yeast 90, VLA-4 inh 7, MEX-5 binding -2.6, GLD-1 TGE inh 2 and BCLXL inh 6.
Screening Cc1cc(-c2nnc(SCC(=O)Nc3ccc(F)c(F)c3)n2N)n[nH]1 returned Yeast superoxide 95, MCL1 BIM primary -5, CIT2 TOR yeast 101, GRK2 aptamer HTS 0, AGP1 TOR yeast 102, VLA-4 inh 7, MEX-5 binding 0.6, GLD-1 TGE inh 1 and BCLXL inh -4.
`Cc1ccc(S(=O)(=O)N2CCN(C(=O)CSc3nnnn3C)CC2)c(C)c1` gave Yeast superoxide 98, MCL1 BIM primary -1, CIT2 TOR yeast 99, GRK2 aptamer HTS 0, AGP1 TOR yeast 87, VLA-4 inh 28, MEX-5 binding 2.1, GLD-1 TGE inh 5 and BCLXL inh 0.
Screening CN(C)c1ccc(S(=O)(=O)NCC(=O)NCC2CCCCC2)cc1[N+](=O)[O-] returned Yeast superoxide 89, MCL1 BIM primary -10, CIT2 TOR yeast 97, GRK2 aptamer HTS 0, AGP1 TOR yeast 97, VLA-4 inh 3, MEX-5 binding -0.5, GLD-1 TGE inh -1 and BCLXL inh -9.
For C/C(=N\NC(=O)c1ccc(Cl)cc1)c1ccc(Br)s1 the results were Yeast superoxide 95, MCL1 BIM primary 7, CIT2 TOR yeast 100, GRK2 aptamer HTS 0, VLA-4 inh 5, MEX-5 binding -1.7, GLD-1 TGE inh 2 and BCLXL inh 3.
Cc1ccc(CNC(=O)CCCc2nc3ccccc3s2)cc1 was read as Yeast superoxide 103, MCL1 BIM primary -14, CIT2 TOR yeast 92, GRK2 aptamer HTS 0, AGP1 TOR yeast 94, VLA-4 inh 4, MEX-5 binding -0.5, GLD-1 TGE inh 3 and BCLXL inh -1.
Screening CC(C)Cc1ccc(C(C)C(N)=Nc2ccc(O)cc2)cc1 (stereo not given) returned Yeast superoxide 89, MCL1 BIM primary -1, CIT2 TOR yeast 103, GRK2 aptamer HTS 0, AGP1 TOR yeast 105, VLA-4 inh 0, MEX-5 binding 0.4, GLD-1 TGE inh 8 and BCLXL inh 2.
COc1ccc(-n2c(SCC(=O)Nc3ccccc3)nc(O)cc2=O)cc1 was read as Yeast superoxide 91, MCL1 BIM primary 9, CIT2 TOR yeast 108, GRK2 aptamer HTS 0, AGP1 TOR yeast 134, VLA-4 inh 3, MEX-5 binding 2.8, GLD-1 TGE inh 9 and BCLXL inh 1.
Screening O=S(=O)(/N=C(/Nc1ccc(F)cc1F)c1ccc(Cl)cc1)c1ccccc1 returned Yeast superoxide 98, MCL1 BIM primary -10, CIT2 TOR yeast 126, GRK2 aptamer HTS 0, VLA-4 inh 5, MEX-5 binding 1.7, GLD-1 TGE inh 2 and BCLXL inh -5.
`CCOC(=O)c1c(NC(=O)CCC(=O)NCc2ccco2)sc2c1CCCC2` gave Yeast superoxide 97, MCL1 BIM primary -2, CIT2 TOR yeast 91, GRK2 aptamer HTS 0, AGP1 TOR yeast 102, VLA-4 inh 5, MEX-5 binding 0.1, GLD-1 TGE inh -4 and BCLXL inh 5.
`CC(C)c1ccc(/C=N/NC(=O)c2cc(-c3cccc([N+](=O)[O-])c3)n[nH]2)cc1` gave Yeast superoxide 81, MCL1 BIM primary 2, CIT2 TOR yeast 104, GRK2 aptamer HTS 2, AGP1 TOR yeast 104, VLA-4 inh -4, MEX-5 binding -1.8, GLD-1 TGE inh -3 and BCLXL inh 6.
COc1ccc(S(=O)(=O)N(CC(=O)NCc2ccco2)C2CCCCC2)cc1OC was read as Yeast superoxide 91, MCL1 BIM primary 0, CIT2 TOR yeast 98, GRK2 aptamer HTS 0, AGP1 TOR yeast 96, VLA-4 inh 18, MEX-5 binding 0.9, GLD-1 TGE inh 1 and BCLXL inh 0.
Screening OCCN1CCN(c2ncnc3c2sc2nc(N4CCOCC4)c4c(c23)CCC4)CC1 returned Yeast superoxide 98, MCL1 BIM primary 8, CIT2 TOR yeast 107, GRK2 aptamer HTS 3, AGP1 TOR yeast 98, VLA-4 inh 10, MEX-5 binding 0.4, GLD-1 TGE inh -3 and BCLXL inh 11.
For C(=C\N1CCCCCC1)/c1nnnn1-c1ccc(-c2ccccc2)cc1 the results were Yeast superoxide 85, MCL1 BIM primary -8, CIT2 TOR yeast 101, GRK2 aptamer HTS 1, AGP1 TOR yeast 101, VLA-4 inh 4, MEX-5 binding 5.5, GLD-1 TGE inh -11 and BCLXL inh -2.
Screening C=CC[C@@H](CC(=O)N[C@@H](CO)Cc1ccccc1)C(=O)NC[C@@H](OC(=O)[C@@H](CC=C)Cc1ccc(F)cc1)c1ccccc1 returned Yeast superoxide 84, CIT2 TOR yeast 81, GRK2 aptamer HTS 5, AGP1 TOR yeast 91, VLA-4 inh 11 and GLD-1 TGE inh -1.
`Clc1ccc2nc(CSCc3ccccc3)cn2c1` gave Yeast superoxide 124, MCL1 BIM primary 1, CIT2 TOR yeast 101, GRK2 aptamer HTS 1, AGP1 TOR yeast 100, VLA-4 inh -17, MEX-5 binding 1.1, GLD-1 TGE inh -2 and BCLXL inh 5.
`Cc1ccccc1C(=O)NC1CCN(CC(=O)Nc2ccccc2Cl)CC1` gave Yeast superoxide 101, MCL1 BIM primary 6, CIT2 TOR yeast 107, GRK2 aptamer HTS 0, AGP1 TOR yeast 99, VLA-4 inh 8, MEX-5 binding 0.1, GLD-1 TGE inh 2 and BCLXL inh 8.
O=C(NN1CCOCC1)c1cc(Cl)ccc1Cl was read as Yeast superoxide 111, MCL1 BIM primary -5, CIT2 TOR yeast 100, GRK2 aptamer HTS 1, AGP1 TOR yeast 96, VLA-4 inh -2, MEX-5 binding -1.2, GLD-1 TGE inh -12 and BCLXL inh -3.
For O=C(CSc1nnc(NC(=O)c2ccccc2F)s1)NCC1CCCO1 (stereo not given) the results were Yeast superoxide 91, MCL1 BIM primary -6, CIT2 TOR yeast 96, GRK2 aptamer HTS 3, AGP1 TOR yeast 97, VLA-4 inh -9, MEX-5 binding 3.1, GLD-1 TGE inh 4 and BCLXL inh -8.
Screening COc1ccc(CN2CCC(C(=O)Nc3ccc(Oc4cccnc4)cc3)CC2)cc1 returned Yeast superoxide 98, MCL1 BIM primary 9, CIT2 TOR yeast 107, GRK2 aptamer HTS 0, AGP1 TOR yeast 97, VLA-4 inh -3, MEX-5 binding 0.4, GLD-1 TGE inh 5 and BCLXL inh 4.
For O=C(CSC1=NC(=O)C(c2ccccc2)C(=O)N1)Nc1ccccc1[N+](=O)[O-] (stereo not given) the results were Yeast superoxide 104, MCL1 BIM primary 11, CIT2 TOR yeast 103, GRK2 aptamer HTS 1, AGP1 TOR yeast 102, VLA-4 inh 16, MEX-5 binding -5.2, GLD-1 TGE inh 6 and BCLXL inh 6.
O=C(NCc1ccco1)/C(=C/c1ccco1)NC(=O)c1ccco1 was read as Yeast superoxide 129, MCL1 BIM primary 12, CIT2 TOR yeast 107, GRK2 aptamer HTS 1, AGP1 TOR yeast 104, VLA-4 inh 5, MEX-5 binding -6.3, GLD-1 TGE inh 9 and BCLXL inh 19.
COc1ccc(/C=N/NC(=O)CCn2c3ccccc3c3ccccc32)cc1OC was read as Yeast superoxide 97, MCL1 BIM primary 5, CIT2 TOR yeast 96, GRK2 aptamer HTS 0, AGP1 TOR yeast 93, VLA-4 inh 2, MEX-5 binding -1.1, GLD-1 TGE inh 5 and BCLXL inh 3.
Screening CC(C(=O)N1CCc2ccccc21)N1CCc2ccccc2C1 (stereo not given) returned Yeast superoxide 99, MCL1 BIM primary 5, CIT2 TOR yeast 102, GRK2 aptamer HTS 1, AGP1 TOR yeast 107, VLA-4 inh -4, MEX-5 binding -0.8, GLD-1 TGE inh 6 and BCLXL inh 3.
`COc1ccc(N2CCN(C(=O)c3cn(CC4CCCCC4)nn3)CC2)cc1` gave Yeast superoxide 93, MCL1 BIM primary 3, CIT2 TOR yeast 95, GRK2 aptamer HTS 0, AGP1 TOR yeast 89, VLA-4 inh -10, GLD-1 TGE inh 1 and BCLXL inh 0.
`CCOc1cc(-c2nc3n(c(=O)c2C#N)CCS3)ccc1O` gave Yeast superoxide 77, MCL1 BIM primary -6, CIT2 TOR yeast 97, GRK2 aptamer HTS 0, AGP1 TOR yeast 105, VLA-4 inh 2, MEX-5 binding 0.3, GLD-1 TGE inh 2 and BCLXL inh 6.
O=C(O)Cc1sc(Nc2cccc3ccccc23)nc1-c1ccc(Cl)cc1 was read as Yeast superoxide 106, MCL1 BIM primary -17, CIT2 TOR yeast 101, GRK2 aptamer HTS 0, AGP1 TOR yeast 103, VLA-4 inh -6, MEX-5 binding -0.8, GLD-1 TGE inh -4 and BCLXL inh -7.
O=C(N/N=C/c1sc(=O)n(-c2ccccc2)c1Cl)c1ccccc1 was read as Yeast superoxide 100, MCL1 BIM primary -39, CIT2 TOR yeast 100, GRK2 aptamer HTS 5, AGP1 TOR yeast 97, VLA-4 inh -15, MEX-5 binding 3.6, GLD-1 TGE inh -29 and BCLXL inh -17.

Ordered by length of the SMILES (lowest first): four of the compounds above
Screening CC(C(=O)N1CCc2ccccc21)N1CCc2ccccc2C1 (stereo not given) returned Yeast superoxide 99, MCL1 BIM primary 5, CIT2 TOR yeast 102, GRK2 aptamer HTS 1, AGP1 TOR yeast 107, VLA-4 inh -4, MEX-5 binding -0.8, GLD-1 TGE inh 6 and BCLXL inh 3.
`CCOc1cc(-c2nc3n(c(=O)c2C#N)CCS3)ccc1O` gave Yeast superoxide 77, MCL1 BIM primary -6, CIT2 TOR yeast 97, GRK2 aptamer HTS 0, AGP1 TOR yeast 105, VLA-4 inh 2, MEX-5 binding 0.3, GLD-1 TGE inh 2 and BCLXL inh 6.
`COc1ccc(N2CCN(C(=O)c3cn(CC4CCCCC4)nn3)CC2)cc1` gave Yeast superoxide 93, MCL1 BIM primary 3, CIT2 TOR yeast 95, GRK2 aptamer HTS 0, AGP1 TOR yeast 89, VLA-4 inh -10, GLD-1 TGE inh 1 and BCLXL inh 0.
For O=C(CSC1=NC(=O)C(c2ccccc2)C(=O)N1)Nc1ccccc1[N+](=O)[O-] (stereo not given) the results were Yeast superoxide 104, MCL1 BIM primary 11, CIT2 TOR yeast 103, GRK2 aptamer HTS 1, AGP1 TOR yeast 102, VLA-4 inh 16, MEX-5 binding -5.2, GLD-1 TGE inh 6 and BCLXL inh 6.

Screening results: PubChem, several laboratories

Rows were taken by chance; 2.1% or so of the library scored in one or more.
